Bioassay records as filed in PubChem.
Pin1 inh = human Pin1 inhibition. Q13526. Pin1 FP peptide displacement, HiFluor488, 10 min. Potency, µM (highest dose often 115 µM), for the others: at the highest dose activity, negative = inhibition, usual class: inhibitors. hit rate 0.009% among 390,000. AID 504891; active = well fitted inhibition curve with a large enough effect in the polarisation, with a control signal flat, not every such curve was filed as active; inconclusive = small, poorly fitted or top-dose-only effect, or effect the other way, or a change in a side signal; inactive = no such curve, though single readings can be large or run the other way; the % refers to the polarisation; note: % is set by controls: 0 for no effect and ±100 for the full control effect
Target sequence (Q13526 whole entry, looked up): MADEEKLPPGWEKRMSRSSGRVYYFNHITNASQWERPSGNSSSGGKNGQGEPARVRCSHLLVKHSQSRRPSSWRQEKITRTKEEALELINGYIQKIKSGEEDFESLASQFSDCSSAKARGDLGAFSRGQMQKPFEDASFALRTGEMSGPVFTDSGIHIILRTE
ERG-DNA inh = inhibitors of human ERG Ets domain-DNA interaction. fluorescence polarization, His-ERG Ets domain / labelled DNA. hit rate 0.028% among 370,000. Potency, µM (top dose mostly 76.9 µM), inactives show at the highest dose FP activity, negative = inhibition, usual class: inhibitors; active = well fitted inhibition curve with a large enough effect in the polarisation, with a control signal flat; inconclusive = small, poorly fitted or top-dose-only effect, or effect the other way, or a change in a side signal; inactive = no such curve, though single readings can be large or run the other way; the % refers to the polarisation;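 note: polarization taken with two DNA probes labelled with fluorescein and Texas red; % of control where 0% means no effect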
Target sequence (P11308 whole entry, looked up, the tested form may be a part): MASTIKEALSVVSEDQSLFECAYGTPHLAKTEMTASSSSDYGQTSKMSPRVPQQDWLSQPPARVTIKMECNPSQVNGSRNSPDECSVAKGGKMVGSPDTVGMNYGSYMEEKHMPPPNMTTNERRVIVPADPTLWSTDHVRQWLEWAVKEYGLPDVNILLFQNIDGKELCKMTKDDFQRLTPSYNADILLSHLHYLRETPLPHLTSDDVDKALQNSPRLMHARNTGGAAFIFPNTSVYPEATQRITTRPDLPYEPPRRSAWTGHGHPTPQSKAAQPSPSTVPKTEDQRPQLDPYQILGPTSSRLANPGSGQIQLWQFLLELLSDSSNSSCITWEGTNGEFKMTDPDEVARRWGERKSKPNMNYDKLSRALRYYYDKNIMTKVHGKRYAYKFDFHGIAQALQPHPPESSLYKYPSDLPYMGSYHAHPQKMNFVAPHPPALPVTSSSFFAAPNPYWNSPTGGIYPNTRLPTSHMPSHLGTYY
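His-tagged ERG Ets domain (1 uM in the protein solution; 300mM KCl, 50mM Tris-HCl, 1mM EDTA, 1mM DTT, pH 7.5) received compound, then a probe mix of 5 nM fluorescein-DNA and 100nM Texas-615-DNA. Fluorescence polarization was read for both dyes.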
JMJD2A Tudor = inhibitors of human JMJD2A Tudor domain | AlphaScreen JMJD2A-Tudor / H3K4me3 peptide binding | Potency, µM (titrated, usually from 114 µM), inactives show top-dose activity change, negative = inhibition, most hits filed as inhibitors | hit rate 4.4% among 390,000; note: % is set by controls: 0 for no effect and ±100 for the full control effect; nearly all actives have a fitted effect of over 50% in size
ALOX12 inh = inhibitors of human 12S-lipoxygenase ALOX12. Potency, µM (highest dose often 108 µM), without a hit: at the top dose activity change, negative = inhibition, hits mostly inhibitors. P18054. purified 12hLO, xylenol orange hydroperoxide absorbance. hit rate 1.1% among 580,000; note: % is set by controls: 0 for no effect and ±100 for the full control effect
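Hydroperoxide product was detected by ferrous iron/xylenol orange as the 573 to 405 nm absorbance ratio. Arachidonic acid at 40 uM (final) was turned over for 30 min at room temperature by 150 nM human 12hLO, pH 7.0 Hepes buffer, after 15 min compound preincubation.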
RGS4 inhibitor = human RGS4 inhibition; P49798; Transcreener GDP fluorescence polarization, RGS4-accelerated GTP hydrolysis; Potency, µM (doses to about 114 µM), for inactives: top-dose activity change, negative = inhibition, usual class: inhibitors; hit rate 0.039% among 390,000; AID 504845; note: % is set by controls: 0 for no effect and ±100 for the full control effect; nearly all actives have a fitted effect of over 75% in size; some results filed as inactive show a strong effect at the top dose
Target sequence (P49798 whole entry, looked up): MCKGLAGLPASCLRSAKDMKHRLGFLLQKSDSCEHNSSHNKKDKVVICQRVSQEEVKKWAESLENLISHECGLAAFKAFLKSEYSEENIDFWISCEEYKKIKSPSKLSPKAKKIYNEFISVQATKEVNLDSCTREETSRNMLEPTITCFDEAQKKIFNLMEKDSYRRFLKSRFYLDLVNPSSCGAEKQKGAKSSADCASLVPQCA
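MLSMR compounds (23 nl, pin-transferred) preincubated 10 min at room temperature with a 500nM (2x) first reagent, then RGS4 at 900nM (2x) plus Transcreener GDP mix added; fluorescence polarization (620/688 nm) read before and after 90 min at 30 °C.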
PGK inhibitor = blocks T. brucei phosphoglycerate kinase; Potency, µM (top dose mostly 57.5 µM), without a hit: top-dose activity change, negative = inhibition, most hits filed as inhibitors; PGK/GAPDH coupled, Kinase-Glo luminescence, 60 min; hit rate 0.043% among 380,000; P07378; note: % is set by controls: 0 for no effect and ±100 for the full control effect; nearly all actives have a fitted effect of over 60% in size
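Recombinant glycosomal PGK reaction used 1,3-bisphosphoglycerate generated in-well by GAPDH (100nM final) in 100mM TEA pH 7.6, 5mM MgCl2, 0.01% Tween-20. After 60 minutes at room temperature, ATP was read by Kinase-Glo Plus luminescence end-point.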
TrxR1 inh = inhibitors of rat thioredoxin reductase 1; Potency, µM (top dose mostly 114 µM), for inactives: at the highest dose activity change, negative = inhibition, actives largely listed as inhibitors; O89049; hit rate 1% among 390,000; recombinant rTrxR1, NADPH fluorescence consumption, selenite substrate; note: % is set by controls: 0 for no effect and ±100 for the full control effect; nearly all actives have a fitted effect of over 65% in size
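Rat TrxR1 (90 nM in the dispensed reagent) was pre-reduced with 400 uM NADPH for 5 min at room temperature, then incubated with compound for 15 min. After 400 uM selenite was added, NADPH fluorescence (Ex 340/Em 450 nm) was followed for 8 min.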
GLS inhibitor = blocks human kidney-isoform glutaminase activity; AID 624170; O94925; hit rate 0.21% among 410,000; Potency, µM (highest dose often 45.5 µM), for inactives: at the highest dose activity change, negative = inhibition, most hits filed as inhibitors; GLS enzymatic activity, qHTS titration; note: % is set by controls: 0 for no effect and ±100 for the full control effect
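hKGA in 45 mM KH2PO4 pH 8.2, 0.02% Tween-20 with pin-transferred compounds; 1 mM L-glutamine (stock) plus glutamate oxidase/HRP/Amplex Red coupling added. Fluorescence read initially and after 30 min at RT.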
HP1b binding inh = blocks HP1-beta chromodomain binding to methylated histone tails. P83916. AlphaScreen HP1-beta / biotin-H3K9me3 peptide binding. Potency, µM (doses to about 114 µM), for inactives: at the highest dose activity change, negative = inhibition, most hits filed as inhibitors. hit rate 0.56% among 390,000; note: nearly all actives have a fitted effect of over 70% in size; inactives centre near 23
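AlphaScreen: HP1-beta (50 nM) preformed 30 min with biotin-H3(1-18)K9me3 peptide (50 nM) in PBS pH 7.4, 0.01% Tween-20. Compound added for 30 min at RT, then streptavidin donor/nickel chelate acceptor beads (10 ug/mL) for 30 min.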
The depositor's hits bear a star; i = inactive; u = inconclusive; [ ] = dose if it differs, or a comment. Unless noted, calls come from the whole dose curve; as a rule, active = well fitted curve in the direction sought with a large enough effect; inconclusive = small, poorly fitted or top-dose-only effect, or another doubt; inactive = no such curve, though single readings can be large; an effect the other way counts as inactive or inconclusive. Potency is the fitted concentration of half-maximal effect. These rows are one share of the data; the hit share may differ from the screen's.

SMILES	Pin1 inh	ERG-DNA inh	JMJD2A Tudor	ALOX12 inh	RGS4 inhibitor	PGK inhibitor	TrxR1 inh	GLS inhibitor	HP1b binding inh
CN(Cc1c(C(=O)N/N=C/c2cccc(Cl)c2)nnn1-c1nonc1N)c1ccccc1	14%	4%	-30%	-29%	-22%	-5%	20%	17%	9%
COc1ccc(/C=C\c2onc(C)c2S(=O)(=O)N2CCC(C(=O)Nc3ccccc3OC)CC2)cc1	8%	-1%	-10%	-22%	26%	i	-7%	-13%	21%
Cc1ccc(-n2ncc(C(=O)NCc3ccc4c(c3)OCO4)c2C2CCN(C(=O)OC(C)(C)C)CC2)c(C)c1	10%	3%	-25%	-28%	-7%	-3%	17%	-6%	17%
CC(C)C1C(C#N)=C(N)Oc2n[nH]c(-c3ccccc3)c21 (configuration not stated)	0%	-4%	6%	7%	-11%	-6%	10%[57.1 µM]	1%	23%
CCc1ccc(N(CC)C(=O)c2cc3c(=O)oc4ccc(C)cc4c3s2)cc1	-1%	1%	8%	u	8%	6%	27%	0%	50%[activator]
c1ccc(Cc2nn[nH]n2)cc1	1%	-16%	-7%	0%	-4%	0%	3%[57.1 µM]	0%	45%
CCN(CC)CCn1c(SCC(=O)NCCC2=CCCCC2)nc2c(sc3ccccc32)c1=O	-1%	-1%	-16%	-9%	4%	3%	-11%	17%	12%
COc1ccc(NC(=O)C(Sc2nnc3ccccn23)c2ccccc2)cc1Cl (configuration not stated)	-1%	-2%	-24%	7%	12%	-8%	14%[57.1 µM]	14%	-2%
CC(=O)Nc1ccc(NC(=O)CSc2cn(CC(=O)N(C(C)C)C(C)C)c3ccccc23)cc1	-3%	-2%	-16%	-2%	-12%	-8%	17%	0%	16%
COC(=O)C(C)NC(=O)C12CC3CC(C1)CC(c1ccc(C)cc1)(C3)C2 (configuration not stated)	-8%	-5%	10%	14%	29%	-1%	7%	5%	25%
COc1ccc(-c2c(NC(C)=O)n(C)c3ccccc3c2=O)cc1	-10%	7%	u	0%	3%	-3%	17%	-10%	35%
NS(=O)(=O)c1cccc(NC(=O)COC(=O)Cc2n[nH]c(=O)c3ccccc23)c1	u	-9%	-7%	-36%	41%	7%	6%	0%	26%
CCOc1cc(C=O)ccc1OCCCN1C(=O)NC(C)(C)C1=O	3%	-1%	-15%	1%	37%	-4%	-8%[57.1 µM]	-13%	19%
CCCN(CC(=O)Nc1ccccc1OC)C(=O)CCC(=O)c1ccc(Cl)s1	2%	-14%	-20%	-1%	8%	1%	9%	-9%	31%
O=C(NCCCl)Nc1cccnc1Cl	-2%	-4%	-15%	-10%	2%	1%	5%[57.1 µM]	-2%	-9%
Cc1ccc(/C=C/c2nc3ccccc3[nH]2)o1	u	21%	50µM*	u	-38%	-25%	22µM*	-7%	u
Cc1cccc(C)c1NC(=O)CN(C)C(=O)CSC(=S)N1CCCC1	-2%	3%	-6%	-7%	2%	0%	10%	5%	41%[activator]
O=C(Nc1ncc(Cc2ccc(F)cc2)s1)c1ccc2c(c1)CC(c1ccccc1)OC2=O (configuration not stated)	-3%	4%	3%	7%	19%	-7%	15%	-2%	37%
C=C(C)CSc1nc2ccccc2[nH]1	1%	-1%	0%	-22%	20%	5%	12%[57.1 µM]	25%	34%
CCOc1cc(N2CCOCC2)c(OCC)cc1NC(=O)c1ccc(S(=O)(=O)N(C)C)cc1	-3%	5%	-35%	6%	-2%	i	22%	12%	2%
CCOC(=O)c1ccc2c(c1)N(Cc1ccccc1)C(=O)c1ccccc1S2	8%	0%	2%	2%	10%	6%	-9%[57.1 µM]	5%	30%[activator]
CN(CC(=O)Nc1cccc(Cl)c1)S(=O)(=O)c1ccc2[nH]c(=O)oc2c1	-1%	8%	-19%	-29%	26%	-9%	8%	1%	10%
COc1ccc(-c2cc(C(=O)Oc3ccc(C)cc3)c3cc(C)ccc3n2)cc1	5%	-3%	69%[activator]	u	0%	-1%	8%	1%	119%[activator]
O=C(CSc1nccn1-c1ccccc1)NCc1ccc(F)cc1	-1%	0%	-9%	1%	3%	-7%	16%	-5%	16%
Cc1scc(C(=O)N/N=C/c2ccc(OC(C)C)cc2)c1C	8%	-5%	-14%	-15%	12%	i	5%	3%	4%
O=S(=O)(N1CCCCCC1)N1CCNCC1	-2%	-6%	-20%	1%	-10%	-7%	2%[57.1 µM]	7%	29%
CCCNC(=O)CSc1nc(COc2ccccc2)nc2ccccc12	6%	0%	-4%	5%	2%	14%	0%[57.1 µM]	u	32%[activator]
Cc1cccc(C)c1NC(=O)CNC(=O)C(Cc1ccccc1)NC(=O)c1ccccc1 (configuration not stated)	3%	-9%	-18%	-65%	5%	-3%	17%	9%	-3%
COc1cc(NC(=O)COCc2cc(-c3ccc4c(c3)OCO4)on2)c(OC)cc1Cl	6%	0%	-16%	u	u	i	-2%	-20%	13%
CCOC(=O)c1scc(-c2ccccc2)c1S(=O)(=O)Nc1ccc(N(C)C)cc1	1%	3%	14µM*	u	u	6%	9%[57.1 µM]	39%[activator]	u
O=C(CCCn1c(=S)[nH]c2cc3c(cc2c1=O)OCO3)NCCc1ccccc1Cl	7%	10%	-2%	15%	-11%	-1%	-2%	-2%	49%[activator]
COc1ccc(CNC(=O)CCCCCNC(=O)N2CCn3c2nc2ccccc23)cc1	-7%	12%	-18%	25%	6%	i	23%	-9%	40%[activator]
CCN1CCN(CC(=O)N2N=C(c3cccs3)CC2c2ccc(OC)cc2)C(=O)C1=O (configuration not stated)	-3%	-3%	-12%	-7%	-28%	-1%	5%[57.1 µM]	9%	3%
Cc1ccc2c(c1)NC(=O)C(CC(=O)Nc1ccc(Br)c(C)c1)O2 (configuration not stated)	-1%	4%	-16%	2%	4%	-10%	19%	0%	29%
COc1ccc(C=O)cc1COc1c(F)c(F)cc(F)c1F	-2%	-21%	62%[activator]	0%	10%	-5%	-1%[57.1 µM]	4%	85%
NC(=O)CSc1nnc(Cc2ccc3c(c2)OCO3)o1	2%	9%	-1%	0%	-44%	-1%	14%	0%	60%[activator]
CCCOc1ccc(C2c3c(oc4ccccc4c3=O)C(=O)N2c2ccc(C)cn2)cc1OCC (configuration not stated)	0%	0%	1%	0%	-5%	12%	17%	8%	39%[activator]
Nc1cc(=O)[nH]c(SCc2csc(-c3ccccc3)n2)n1	-1%	0%	-9%	12%	-16%	-4%	22%[57.1 µM]	10%	10%
O=C(O)c1ccccc1C(=O)NC1=NN(c2ccccc2)CC1	-11%	-5%	-12%	u	6%	9%	u	24%	35%
COc1ccccc1C(=O)COC(=O)c1ccc(Cl)nc1	0%	11%	1%	-2%	-2%	-7%	28%	15%	55%[activator]

10 consecutive records from above, for reference:
SMILES	Pin1 inh	ERG-DNA inh	JMJD2A Tudor	ALOX12 inh	RGS4 inhibitor	PGK inhibitor	TrxR1 inh	GLS inhibitor	HP1b binding inh
O=C(CCCn1c(=S)[nH]c2cc3c(cc2c1=O)OCO3)NCCc1ccccc1Cl	7%	10%	-2%	15%	-11%	-1%	-2%	-2%	49%[activator]
COc1ccc(CNC(=O)CCCCCNC(=O)N2CCn3c2nc2ccccc23)cc1	-7%	12%	-18%	25%	6%	i	23%	-9%	40%[activator]
CCN1CCN(CC(=O)N2N=C(c3cccs3)CC2c2ccc(OC)cc2)C(=O)C1=O (configuration not stated)	-3%	-3%	-12%	-7%	-28%	-1%	5%[57.1 µM]	9%	3%
Cc1ccc2c(c1)NC(=O)C(CC(=O)Nc1ccc(Br)c(C)c1)O2 (configuration not stated)	-1%	4%	-16%	2%	4%	-10%	19%	0%	29%
COc1ccc(C=O)cc1COc1c(F)c(F)cc(F)c1F	-2%	-21%	62%[activator]	0%	10%	-5%	-1%[57.1 µM]	4%	85%
NC(=O)CSc1nnc(Cc2ccc3c(c2)OCO3)o1	2%	9%	-1%	0%	-44%	-1%	14%	0%	60%[activator]
CCCOc1ccc(C2c3c(oc4ccccc4c3=O)C(=O)N2c2ccc(C)cn2)cc1OCC (configuration not stated)	0%	0%	1%	0%	-5%	12%	17%	8%	39%[activator]
Nc1cc(=O)[nH]c(SCc2csc(-c3ccccc3)n2)n1	-1%	0%	-9%	12%	-16%	-4%	22%[57.1 µM]	10%	10%
O=C(O)c1ccccc1C(=O)NC1=NN(c2ccccc2)CC1	-11%	-5%	-12%	u	6%	9%	u	24%	35%
COc1ccccc1C(=O)COC(=O)c1ccc(Cl)nc1	0%	11%	1%	-2%	-2%	-7%	28%	15%	55%[activator]
